Screens from PubChem BioAssay.
PMI inhibition – human PMI inhibitors, high substrate, primary screen, biochemical, fluorescence intensity, high mannose 6-phosphate (AID 1220) | actives 0.66% (n = 190,000) | recombinant PMI enzyme, coupled fluorescence intensity; higher % means a stronger effect | inhibition, % at 20 µM, or IC50 in µM where a hit was titrated
human PMI inhibition – inhibitors of human PMI, primary screen, biochemical, fluorescence intensity, coupled assay (AID 1209) | purified PMI enzyme, coupled fluorescence intensity; higher % means a stronger effect | one-dose inhibition, % at 20 µM; IC50 in µM for titrated hits | actives 0.42% (n = 190,000);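 further: plate controls were DMSO vehicle for no effect and wells lacking substrate for full effect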
Autophagy HCS – autophagy modulation, high-content screen | MEF GFP-LC3 puncta imaging; test concentration mostly 10 µM | calls only at 10 µM (by protocol) | actives 0.98% (n = 190,000) | AID 463193;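 active means percentage of spot-positive cells more than 3 SD above its plate mean, without a fluorescence outlier flag or 80% toxicity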;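 further: spot-positive cell cutoff set from DMSO-treated cells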
MT stabilize HCS – stabilizes microtubules in HeLa cells | HeLa tubulin immunostaining HCS, 24 h; share of cells brighter than vehicle mean+2SD | % tubulin-high responders, % at 10 µM | actives 0.83% (n = 200,000) | AID 2205;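 active means plate Z-score above 3 for both tubulin-high and condensed-nucleus cell shares, with cell loss under 80%, at 10 µM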;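 further: anti alpha tubulin signal scored within the nucleus-defined area of each cell; some results filed as inactive read as strong as hits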
Insulin prom up – MIN6 insulin promoter up-regulation; MIN6 insulin promoter-GFP reporter, high-content imaging; hits give high values; z-score at 5 µM; actives 0.3% (n = 190,000);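 active means z-score above 3 at 5 µM with at least 500 cells counted in the well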
b-catenin transl – beta-catenin nuclear translocation modulation. HeLa beta-catenin nuclear translocation, immunofluorescence imaging. nuclear translocation activity, % at 5 µM. actives 0.3% (n = 190,000). AID 1665;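 active means nuclear translocation activity above 50% at 5 µM, with a well cell count of 50 or more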;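 further: per-cell ratio of nuclear to cytoplasmic median beta-catenin stain intensity; plate controls were DMSO negative control for no effect and GSK-3 inhibitor IX positive control for full effect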
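Test system: HeLa cells, endogenous beta-catenin; Compound: single 5 µM dose plus 0.02–20 µM confirmation series; Times: compound exposure 24 h at 37°C; Signal: fluorescence imaging of beta-catenin antibody stain plus DAPI; Read-out: % activation, nuclear-to-cytoplasmic median beta-catenin signal ratio per cell.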
WT yeast gro inh – growth inhibition of WT yeast, mitochondrial fusion screen. inhibition, % at 10 µM. actives 2.1% (n = 190,000). mitochondrial fusion phenotypic screen, WT strain. AID 1362; in the data active means inhibition above about 58%; tested in S. cerevisiae
Dynein cargo inh – blocks dynein driven cargo transport along microtubules | z-score, hits read low | 3617.4 mouse cells, GR-EGFP nuclear translocation imaging; test concentration mostly 20 µM; stimulated with dexamethasone, 1 µM; hits give low values | actives 0.47% (n = 220,000);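 active means plate z-score of nuclear minus cytoplasmic receptor signal below a set negative limit, without overly bright fluorescence or cell loss, cut at about -3.5 in these data, passing the limit was not always enough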;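 further: z-score of nuclear minus cytoplasmic ring GR-EGFP intensity difference per well; some compounds called inactive have numbers as strong as hits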
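Buffer or medium: tet-free medium with charcoal-stripped serum / Also added: dexamethasone agonist, 1.0 µM final, for 30 min / Timing: induction 48 h, compound 1 h, agonist 30 min / Measured by: high-content fluorescence imaging after fixation / Read-out: nuclear-to-cytoplasmic GR-EGFP distribution per well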
Yfh1-off respiration – mitochondrial function rescue without frataxin homolog – Friedreich's ataxia, plus single-dose screen, dose response (AID 1465) | S. cerevisiae Yfh1-off respiration, WST-1 reduction, 72 h; higher fold induction means a stronger effect | fold induction at 50 µM, or EC50 in µM where a hit was titrated | actives 0.074% (n = 220,000);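 active means fold induction of absorbance versus untreated yeast above a set limit, then at least 30% activation at any dose in follow-up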;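 further: activators that raise dye reduction in frataxin-depleted yeast; strong numbers were not always called active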
WT yeast gro inh mutant strain – further read-out of WT yeast gro inh, marked with its call; inhibition, %; mitochondrial fusion phenotypic screen, mutant strain inhibition
Dynein cargo inh cytoplasmic EGFP – recorded beside Dynein cargo inh, whose call it bears; z-score; measured here: cytoplasmic GR-EGFP intensity; hits give high values
Dynein cargo inh nuclear GR-EGFP – second read-out of Dynein cargo inh, no call of its own (marks repeat the call); z-score; measured here: nuclear GR-EGFP intensity;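 lower value marks the stronger effect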
Dynein cargo inh cell count – second read-out of Dynein cargo inh, no call of its own (marks repeat the call); z-score; measured here: cell count per field
Insulin prom up cell count – recorded beside Insulin prom up, whose call it bears; cell count; measured here: cytotoxicity, nuclei count;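 total cells summed across four imaged fields per well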
b-catenin transl cell count 5 µM – second read-out of b-catenin transl, no call of its own (marks repeat the call); cell count; measured here: cell count, cytotoxicity flag
MT stabilize HCS Hoechst-high % – second read-out of MT stabilize HCS, no call of its own (marks repeat the call); % Hoechst-high responders; measured here: nuclear condensation Hoechst responders;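 share of cells brighter than vehicle mean plus two SD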
MT stabilize HCS cytotoxicity % – second read-out of MT stabilize HCS, no call of its own (marks repeat the call); toxicity, %; measured here: cytotoxicity by cell density;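 0% = mean cell density of plate MIN control wells and 100% = no cells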
Autophagy HCS cell loss 18 h – also measured in Autophagy HCS; calls as there; toxicity, %; measured here: cell loss, nuclei count;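 cell loss after 18 h compound exposure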
* hit, by the source's call. Unless noted, no stated cut-off is given here; in the data, active means inhibition above about 50%; inactive means the rest.

`Cc1ccc(-n2nnnc2SCC(=O)NNC(=O)c2ccc([N+](=O)[O-])cc2)cc1` gave PMI inhibition 8%, human PMI inhibition 13%, Autophagy HCS inactive, MT stabilize HCS 3.7, Insulin prom up 0.33, b-catenin transl -1.7, WT yeast gro inh 6, Dynein cargo inh -0.37, Yfh1-off respiration inactive, WT yeast gro inh mutant strain 3, Dynein cargo inh cytoplasmic EGFP -0.26, Dynein cargo inh nuclear GR-EGFP -0.21, Dynein cargo inh cell count 0.32, Insulin prom up cell count 1393, b-catenin transl cell count 5 µM 878, MT stabilize HCS Hoechst-high % 2.4, MT stabilize HCS cytotoxicity % 4.4 and Autophagy HCS cell loss 18 h 4.
For Nc1nnnn1/N=C/c1ccco1 the results were PMI inhibition -3%, human PMI inhibition 5%, Autophagy HCS inactive, MT stabilize HCS 2.4, Insulin prom up 1.1, b-catenin transl 4.4, WT yeast gro inh -41, Dynein cargo inh -0.71, Yfh1-off respiration inactive, WT yeast gro inh mutant strain -15, Dynein cargo inh cytoplasmic EGFP -0.2, Dynein cargo inh nuclear GR-EGFP -0.29, Dynein cargo inh cell count 1.4, Insulin prom up cell count 1216, b-catenin transl cell count 5 µM 1065, MT stabilize HCS Hoechst-high % 2.4, MT stabilize HCS cytotoxicity % 10 and Autophagy HCS cell loss 18 h -3.
Screening CCCCc1nn(-c2cc(Cl)ccc2OC)c2c1C(=O)CCC2 returned PMI inhibition -2%, human PMI inhibition 2%, Autophagy HCS inactive, MT stabilize HCS 4.8, Insulin prom up 0.25, WT yeast gro inh 10, Dynein cargo inh -0.19, Yfh1-off respiration inactive, WT yeast gro inh mutant strain -2, Dynein cargo inh cytoplasmic EGFP -0.19, Dynein cargo inh nuclear GR-EGFP 0.17, Dynein cargo inh cell count 0.24, Insulin prom up cell count 923, MT stabilize HCS Hoechst-high % 4.4, MT stabilize HCS cytotoxicity % 6.7 and Autophagy HCS cell loss 18 h 9.
`CSc1ccc(S(=O)(=O)NC2CCCCCC2)cc1` gave PMI inhibition 7%, human PMI inhibition 10%, Autophagy HCS inactive, MT stabilize HCS 3.4, WT yeast gro inh 18, Dynein cargo inh 1.8, Yfh1-off respiration inactive, WT yeast gro inh mutant strain 15, Dynein cargo inh cytoplasmic EGFP -0.32, Dynein cargo inh nuclear GR-EGFP 0.76, Dynein cargo inh cell count -0.85, MT stabilize HCS Hoechst-high % 1.6, MT stabilize HCS cytotoxicity % 6.7 and Autophagy HCS cell loss 18 h 6.
`CN(C)c1ccc(C(c2nnnn2C(C)(C)C)N2CCc3ccccc3C2)cc1` (stereo unspecified) gave PMI inhibition 15%, human PMI inhibition 13%, Autophagy HCS inactive, MT stabilize HCS 2.1, Insulin prom up 0.33, b-catenin transl -1.7, WT yeast gro inh -16, Dynein cargo inh 0.28, Yfh1-off respiration inactive, WT yeast gro inh mutant strain 13, Dynein cargo inh cytoplasmic EGFP -0.19, Dynein cargo inh nuclear GR-EGFP 0.51, Dynein cargo inh cell count -0.39, Insulin prom up cell count 1262, b-catenin transl cell count 5 µM 873, MT stabilize HCS Hoechst-high % 1.8, MT stabilize HCS cytotoxicity % 5.2 and Autophagy HCS cell loss 18 h 11.
Screening Cc1ccsc1C(C(=O)NC(C)(C)C)N(C(=O)c1csnn1)c1ccccc1 (stereo unspecified) returned PMI inhibition -4%, human PMI inhibition -7%, Autophagy HCS inactive, MT stabilize HCS 2.8, Insulin prom up 0.29, b-catenin transl 0.1, WT yeast gro inh -3, Dynein cargo inh 0.076, Yfh1-off respiration inactive, WT yeast gro inh mutant strain 13, Dynein cargo inh cytoplasmic EGFP -0.21, Dynein cargo inh nuclear GR-EGFP -0.2, Dynein cargo inh cell count 0.37, Insulin prom up cell count 1212, b-catenin transl cell count 5 µM 1032, MT stabilize HCS Hoechst-high % 3.0, MT stabilize HCS cytotoxicity % 10 and Autophagy HCS cell loss 18 h 16.
For CCOC(=O)c1[nH]c2ccccc2c1NC(=O)C(C)(C)C the results were PMI inhibition 7%, human PMI inhibition 7%, MT stabilize HCS 1.9, Insulin prom up -0.88, b-catenin transl -3.0, WT yeast gro inh 2, Dynein cargo inh 0.85, Yfh1-off respiration inactive, WT yeast gro inh mutant strain -3, Dynein cargo inh cytoplasmic EGFP -0.15, Dynein cargo inh nuclear GR-EGFP 0.45, Dynein cargo inh cell count -0.62, Insulin prom up cell count 956, b-catenin transl cell count 5 µM 1170, MT stabilize HCS Hoechst-high % 2.1 and MT stabilize HCS cytotoxicity % 2.9.
For NS(=O)(=O)c1ccc(NC(=O)c2ccc(S(=O)(=O)N3CCOCC3)o2)cc1 the results were Insulin prom up -0.57, b-catenin transl 0.0, Dynein cargo inh -0.73, Yfh1-off respiration inactive, Dynein cargo inh cytoplasmic EGFP -0.28, Dynein cargo inh nuclear GR-EGFP 0.43, Dynein cargo inh cell count 0.65, Insulin prom up cell count 1053 and b-catenin transl cell count 5 µM 1328.
Screening CSc1ccccc1NC(=O)c1cnc2n(c1=O)CCS2 returned PMI inhibition -2%, human PMI inhibition -1%, MT stabilize HCS 3.5, Insulin prom up -0.82, b-catenin transl -0.4, WT yeast gro inh 8, Dynein cargo inh -0.58, Yfh1-off respiration inactive, WT yeast gro inh mutant strain -3, Dynein cargo inh cytoplasmic EGFP -0.21, Dynein cargo inh nuclear GR-EGFP -0.28, Dynein cargo inh cell count 0.13, Insulin prom up cell count 913, b-catenin transl cell count 5 µM 1183, MT stabilize HCS Hoechst-high % 2.2 and MT stabilize HCS cytotoxicity % 6.8.
Screening CCCCS/C(N)=N/N=C/c1cc(C)ccc1O returned PMI inhibition 10%, human PMI inhibition 12%, Autophagy HCS inactive, MT stabilize HCS 1.4, Insulin prom up -0.56, b-catenin transl 2.7, WT yeast gro inh 15, Dynein cargo inh -0.91, Yfh1-off respiration inactive, WT yeast gro inh mutant strain -3, Dynein cargo inh cytoplasmic EGFP -0.17, Dynein cargo inh nuclear GR-EGFP -0.32, Dynein cargo inh cell count 0.6, Insulin prom up cell count 869, b-catenin transl cell count 5 µM 1055, MT stabilize HCS Hoechst-high % 1.6, MT stabilize HCS cytotoxicity % 7.1 and Autophagy HCS cell loss 18 h -7.
C[C@](N)(Cc1ccc(O)c(O)c1)C(=O)O was read as PMI inhibition 39%, human PMI inhibition 58%*, Autophagy HCS inactive, MT stabilize HCS 2.6, WT yeast gro inh 12, Dynein cargo inh -0.37, Yfh1-off respiration inactive, WT yeast gro inh mutant strain 7, Dynein cargo inh cytoplasmic EGFP -0.14, Dynein cargo inh nuclear GR-EGFP 0.33, Dynein cargo inh cell count -0.076, MT stabilize HCS Hoechst-high % 2.4, MT stabilize HCS cytotoxicity % 8.3 and Autophagy HCS cell loss 18 h 32.
Screening CCC(=O)NC(=S)Nc1ccc(-c2nc3ccc(C)cc3s2)cc1 returned PMI inhibition 3%, human PMI inhibition 9%, Autophagy HCS inactive, MT stabilize HCS 5.5, Insulin prom up -0.88, b-catenin transl 1.9, WT yeast gro inh 17, Dynein cargo inh 0.17, Yfh1-off respiration inactive, WT yeast gro inh mutant strain 5, Dynein cargo inh cytoplasmic EGFP -0.038, Dynein cargo inh nuclear GR-EGFP 0.43, Dynein cargo inh cell count -0.65, Insulin prom up cell count 1401, b-catenin transl cell count 5 µM 973, MT stabilize HCS Hoechst-high % 3.0, MT stabilize HCS cytotoxicity % 7.4 and Autophagy HCS cell loss 18 h -11.
Screening CCOc1ccc(NC(=O)c2ccc(CSc3nnc(C)s3)cc2)cc1 returned PMI inhibition -6%, human PMI inhibition -15%, Autophagy HCS inactive, MT stabilize HCS 4.1, Insulin prom up -0.59, b-catenin transl 0.7, WT yeast gro inh -6, Dynein cargo inh 0.014, Yfh1-off respiration inactive, WT yeast gro inh mutant strain -11, Dynein cargo inh cytoplasmic EGFP -0.34, Dynein cargo inh nuclear GR-EGFP 0.24, Dynein cargo inh cell count 0.26, Insulin prom up cell count 1452, b-catenin transl cell count 5 µM 999, MT stabilize HCS Hoechst-high % 1.7, MT stabilize HCS cytotoxicity % 5.4 and Autophagy HCS cell loss 18 h 14.
For O=C(CSc1nnc(-c2cc3ccccc3cc2O)n1Cc1ccco1)N1CCc2ccccc2C1 the results were PMI inhibition -16%, human PMI inhibition -8%, Autophagy HCS inactive, MT stabilize HCS 1.4, Insulin prom up -1.4, b-catenin transl 5.3, WT yeast gro inh -8, Dynein cargo inh 0.26, Yfh1-off respiration inactive, WT yeast gro inh mutant strain -18, Dynein cargo inh cytoplasmic EGFP -0.092, Dynein cargo inh nuclear GR-EGFP -0.098, Dynein cargo inh cell count 0.26, Insulin prom up cell count 910, b-catenin transl cell count 5 µM 974, MT stabilize HCS Hoechst-high % 0.8, MT stabilize HCS cytotoxicity % 12 and Autophagy HCS cell loss 18 h 3.
`COc1cc(CNC(=O)CCCC/C=C\C(C)C)ccc1O` gave PMI inhibition 3%, human PMI inhibition 2%, Insulin prom up -0.43, b-catenin transl -3.2, WT yeast gro inh -12, Yfh1-off respiration inactive, WT yeast gro inh mutant strain -5, Insulin prom up cell count 1423 and b-catenin transl cell count 5 µM 1155.
